FadD28 binding = inhibitors of FadD28 bisubstrate probe binding, primary screen, biochemical, fluorescence polarization, single point; Mycobacterium tuberculosis FadD28 fatty-acid-AMP ligase; AID 588549, 2011; inhibition, % at 12.5 µM; hit rate 0.22% among 360,000; in the data active = inhibition above about 8.5%, passing the limit was not always enough; inconclusive = no clear call, values can overlap the other calls
BioA inh = M. tuberculosis BioA enzyme inhibitors, primary screen, biochemical, plate reader, single point, HTS; hit rate 0.096% among 360,000; inhibition, % at 9.99 µM; 7,8-diaminopelargonic acid synthase BioA (Mycobacterium tuberculosis); AID 602481, 2012; purified M. tuberculosis BioA enzyme; in the data active = inhibition above about 40%; inconclusive = no clear call, values can overlap the other calls
Mtb UGM inh = M. tuberculosis UGM enzyme inhibitors, primary screen, biochemical, fluorescence polarization, single point; AID 504406, 2011; purified UGM, fluorescence polarization probe displacement; hit rate 0.06% among 320,000; UDP-galactopyranose mutase (Mycobacterium tuberculosis (strain ATCC 25618 / H37Rv)), …; inhibition, % at 10 µM; in the data active = inhibition above about 10%, passing the limit was not always enough; inconclusive = no clear call, values can overlap the other calls
Target sequence (P9WIQ1 whole entry, looked up): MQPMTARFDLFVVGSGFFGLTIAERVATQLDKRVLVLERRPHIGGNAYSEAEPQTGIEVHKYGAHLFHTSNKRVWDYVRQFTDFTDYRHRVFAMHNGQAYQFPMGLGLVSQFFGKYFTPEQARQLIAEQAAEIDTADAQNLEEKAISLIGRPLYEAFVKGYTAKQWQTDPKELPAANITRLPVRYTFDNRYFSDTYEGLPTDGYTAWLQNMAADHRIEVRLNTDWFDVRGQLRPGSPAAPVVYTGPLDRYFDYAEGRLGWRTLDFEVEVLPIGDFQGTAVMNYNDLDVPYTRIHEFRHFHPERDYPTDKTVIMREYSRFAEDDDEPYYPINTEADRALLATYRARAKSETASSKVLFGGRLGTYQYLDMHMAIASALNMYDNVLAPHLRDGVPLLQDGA
BoNT-F LC inh = BoNT/F light chain protease inhibitors, primary screen, biochemical, flow cytometry, MLPCN library. AID 588497, 2011. hit rate 0.22% among 360,000. inhibition, % at 10 µM. Multiplex microsphere protease cleavage assay; in the data active = inhibition above about 35%, passing the limit was not always enough; inconclusive = no clear call, values can overlap the other calls; note: plate controls were buffer without enzyme for full effect and enzyme alone for no effect
PfHsp40 yeast = rescue of yeast from PfHsp40 toxicity, primary screen, S. cerevisiae, ATP luminescence; S. cerevisiae expressing PfHsp40, growth rescue; AID 504582, 2011; hit rate 0.68% among 340,000; growth rescue, % at 12.5 µM; in the data active = growth rescue above about 28%, passing the limit was not always enough; inconclusive = no clear call, values can overlap the other calls;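 note: yeast W303a lacking pdr1 and pdr3 grown in galactose medium; growth measured after three days at 30 °C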
BoNT-A LC inh2 = BoNT/A light chain protease inhibitors, primary screen, biochemical, flow cytometry, MLPCN library; AID 588499, 2011; inhibition, % at 10 µM; multiplex microsphere protease substrate cleavage; hit rate 0.17% among 360,000; note: plate controls were buffer without enzyme for full effect and enzyme alone for no effect
GDH-TPI inh = GDH-TPI coupling enzyme inhibitors, primary screen, artefact control for M. tuberculosis FBA inhibitor project, biochemical, absorbance, full deck; GDH-TPI coupled enzyme counterscreen, NADH absorbance; inhibition, % at 4.8 µM; hit rate 1.2% among 360,000; AID 588335, 2011; in the data active = inhibition above about 30%;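 note: 0% = DMSO wells and 100% = wells lacking the enzyme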
FBA Mtb inh = Mtb FBA enzyme inhibitors, primary screen, biochemical, fluorescence, strain H37Rv. Fructose-bisphosphate aldolase (Mycobacterium tuberculosis (strain ATCC 25618 / H37Rv)), …. purified M. tuberculosis FBA, fluorescence read-out. inhibition, % at 1 µM. hit rate 2.3% among 360,000. AID 588726, 2011; in the data active = inhibition above about 27%;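 note: 0% = vehicle and 100% = reference inhibitor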
Target sequence (P9WQA3 whole entry, looked up): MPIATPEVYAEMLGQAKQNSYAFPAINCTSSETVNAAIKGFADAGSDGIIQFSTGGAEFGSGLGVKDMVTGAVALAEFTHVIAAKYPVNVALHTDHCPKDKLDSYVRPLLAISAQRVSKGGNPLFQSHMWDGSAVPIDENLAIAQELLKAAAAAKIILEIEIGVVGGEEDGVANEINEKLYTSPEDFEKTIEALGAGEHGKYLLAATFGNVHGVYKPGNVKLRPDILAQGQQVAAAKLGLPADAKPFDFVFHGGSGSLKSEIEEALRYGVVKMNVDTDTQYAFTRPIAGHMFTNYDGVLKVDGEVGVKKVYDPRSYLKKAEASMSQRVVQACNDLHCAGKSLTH
Anthrax LF inh2 = Bacillus anthracis LF protease inhibitors, primary screen, biochemical, multiplex microsphere, MLPCN library; Lethal factor (Bacillus anthracis), P15917; multiplex microsphere protease cleavage assay; inhibition, % at 10 µM; hit rate 0.12% among 360,000; AID 588501, 2011; note: plate controls were buffer without enzyme for full effect and enzyme alone for no effect
* = called active by the depositor; u = inconclusive; x = no result given; & = joins results of further samples. Cut-off read from the data, not from the text of the source, unless noted: active = inhibition above about 30%; inconclusive = no clear call, values can overlap the other calls; inactive = below that. Rows are unselected; about 4.7% have a hit in one of these screens.

Second line of a record: FadD28 binding, BoNT-A LC inh2, Mtb UGM inh, Anthrax LF inh2, PfHsp40 yeast, BoNT-F LC inh, FBA Mtb inh, GDH-TPI inh, BioA inh
(1) C[C@@H]1CN([C@H](C)CO)C(=O)Cc2cc(NC(=O)Cn3cnnn3)ccc2O[C@@H]1CN(C)Cc1ccc(Cl)c(Cl)c1
 : -5.6, 0.0, 3.8, -3, -2.2, -3, 2, 14, -2.6&-0.2
(2) Cc1[nH]c(-c2ccc(F)cc2)cc1C(=O)N1CCN(c2ccc(Cl)cc2)CC1
 : -4.7, 0.4, 0.1, -2, 2.3, 17, -3, 3, -1.2
(3) COCCNc1ccc(S(=O)(=O)N2CCCC2)cc1[N+](=O)[O-]
 : 0.1, -0.7, 0.1, -2, 0.3, -1, -2, -4, x
(4) Cc1c(C(=O)N2CC(C)OC(C)C2)sc2nc(-c3ccc(F)cc3)cn12 (stereo unspecified)
 : -1.1, 1.0, 0.1, -9, -0.6, -4, 1, 0, x
(5) Cc1ccccc1-n1c(SCC(=O)c2c(N)n(C3CC3)c(=O)[nH]c2=O)nnc1N1CCOCC1
 : -2.0, 0.4, -0.7, -5, -1.4, 1, 0, 6, 3.0
(6) CCc1cccc(CC)c1NC(=O)NC1CCCCC1
 : -0.3, 0.2, -3.3, -2, -1.6, 1, 3, -4, 2.4
(7) CC(=O)Oc1ccc(/C=C/c2nc3ccccc3c(=O)o2)cc1
 : -2.7, -4.7, 1.2, 5, -2.1, -5, 2, 7, -0.4
(8) CCn1c2ccccc2c2cc(NC(=O)CSc3nnc(-c4ccccc4OC)n3N)ccc21
 : 0.1, u, 0.2, 0, 0.0, -9, 1, 14, x
(9) C=CCn1c(O)c(C(C)=NC2CCN(Cc3ccccc3)CC2)c(=O)[nH]c1=O
 : 0.1, 1.2, 0.8, -7, x, 7, 0, 1, 2.3
(10) COc1cc(/C=C(\NC(C)=O)C(=O)Nc2ccccc2C)ccc1OC(C)=O
 : 0.4, 1.2, 0.0, 4, -0.6, 5, 2, 14, 0.2
(11) O=C(CSc1nc2ccccc2c(=O)n1NC(=O)Cc1ccccc1)NCc1ccccc1Cl
 : -6.3, -1.6, -2.0, 0, -0.4, -10, 1, -1, 0.9
(12) CCN(Cc1cccc(F)c1)C(=O)c1ccc2ccccc2n1
 : 0.2, 0.6, -1.5, -3, -1.0, -1, 2, 9, 0.3
(13) Cc1ccc(OCCCCNC2CCCCC2)c(C)c1
 : -2.5, -0.2, 0.3, -2, -1.3, 2, -6, -6, x
(14) O=C(Cn1c(=O)n(Cc2ccccc2)c(=O)c2cc(Cl)ccc21)NCC1CCCO1 (stereo unspecified)
 : -1.8, -0.8, 4.5, 0, 0.8, -3, 3, 5, -0.1
(15) CC1(C)CC(NC(=S)Nc2ccc(S(N)(=O)=O)cc2)CC(C)(C)N1
 : -1.7, -0.4, 1.1, 13, -2.6, -9, 1, 1, 0.5
(16) COc1ccc(CCNC(=O)C(C)Sc2ccccc2)cc1OC (stereo unspecified)
 : -2.3, 0.0, -4.8, 3, -0.4, -7, 1, 8, -0.2
(17) COc1ccc(CNc2oc(COc3ccccc3Cl)nc2C#N)cc1
 : -3.2, -1.7, 0.3, -10, 0.2, -10, 0, -2, 0.4
(18) CCCN1CCC(NC(=O)Cc2cccc(C)c2)CC1
 : -1.9, x, 0.6, x, -0.8, x, 1, 10, -2.6
(19) CCn1cc(CN2CCCC(C(=O)Nc3cccc(-c4cc5ccccc5[nH]4)c3)C2)c(C)n1 (stereo unspecified)
 : -2.9, -2.0, 0.0, -3, 0.4, -9, 15, 13, -1.7
(20) COc1ccc(C=NNc2nc3c([nH]2)c(=O)n(C)c(=O)n3C)cc1
 : -2.7, 0.2, x, 5, 0.0, -6, -1, 34*, 3.8

Single entries from above.
Result for no. 17 under PfHsp40 yeast: 0.2
Result for no. 16 under PfHsp40 yeast: -0.4
Result for no. 5 under BoNT-A LC inh2: 0.4
Result for no. 14 under FadD28 binding: -1.8
Result for no. 1 under PfHsp40 yeast: -2.2

New compounds follow.
Second line of a record: FadD28 binding, BoNT-A LC inh2, Mtb UGM inh, Anthrax LF inh2, PfHsp40 yeast, BoNT-F LC inh, FBA Mtb inh, GDH-TPI inh, BioA inh
(21) Cc1cc(NC(=O)C(C)Oc2ccccc2)no1 (stereo unspecified)
 : x, -2.0, -0.8, 18, 0.8, -6, 1, 2, x
(22) CC1CCN(CC2C(=O)O[C@@H]3C[C@@]4(C)CCC[C@H](C)C4=C[C@H]23)CC(C)(C)C1 (stereo partly specified)
 : 0.3, 0.9, -0.8, 9, 1.5, -4, 1, -2, 0.4
(23) O=C(CN1C(=O)c2cccc3cccc(c23)C1=O)NCCN1CCOCC1
 : -1.4, 0.1, -0.4, 0, 0.2, 1, 16, 12, x
(24) CCCN1CC=C2C(C#N)=C(N)C(C#N)(C#N)C(c3cccc(OC)c3OC)C2C1 (stereo unspecified)
 : -0.5, 0.0, 5.5, -4, -0.3, -5, 7, 3, -4.7
(25) Cc1ccccc1Nc1nc(N)nc(CN(C)Cc2ccccc2Cl)n1
 : -3.3, -0.2, 0.7, 0, 0.1, -7, -4, 4, 0.9
(26) CC[C@H](C)[C@H]1CNC(=O)C(=O)N1CC1CCN(CCc2ccccc2)CC1
 : -2.6, -0.4, x, -8, -0.2, -4, -2, -1, 1.0
(27) CC(C)(C)NC(=O)[C@H]1CC[C@H]2[C@@H]3CC[C@H]4NC(=O)C=C[C@]4(C)[C@H]3CC[C@]12C
 : -0.2, -1.5, 2.0, -15, -0.8, 2, 4, 7, -5.0
(28) Cc1cc(C)c2c(N)c(C(=O)Nc3ccc(C)c(C)c3)sc2n1
 : -3.3, 0.8, -1.2, 1, 6.1, u, 3, 0, -0.9
(29) CC(C)(C)c1ccc(C(=O)N/C(=C\c2cccs2)C(=O)N2CCOCC2)cc1
 : 2.4, -1.8, -1.6, 6, 0.4, -2, 3, 26, -4.7
(30) C#CCN(C[C@H]1[C@H](OC(=O)Nc2cccs2)[C@H](OC(=O)Nc2cccs2)C[C@H]2C(=O)N(c3ccccc3)C(=O)[C@@H]12)S(=O)(=O)c1ccc(C)cc1
 : -0.7, -0.4, x, 4, x, -4, 0, 11, -0.6
(31) O=C(O)CN1C(=O)/C(=C2\C(=O)N(Cc3ccccc3Cl)c3ccccc32)SC1=S
 : x, -0.9, 0.2, -9, 1.2, 11, 2, -1, -0.9
(32) CCn1cc(Br)c(C(=O)Nc2ccccc2C(=O)OC)n1
 : -3.0, -0.1, 3.0, -2, -0.5, -1, 4, 9, x
(33) N#Cc1cc2c(nc1SCC(=O)N1CCOCC1)CCCCC2
 : 0.0, -0.5, 2.2, -3, -0.1, 0, 1, 18, x
(34) COc1ccc(/C=N/NC(=O)C(O)(c2ccccc2)c2ccccc2)cc1OC
 : -2.9, -0.8, -1.6, -2, -0.4, -9, 1, 8, x
(35) O=C(c1ccccn1)C1CCCN(Cc2cn[nH]c2-c2cc3ccccc3o2)C1 (stereo unspecified)
 : -0.2, -0.8, 0.6, -3, -0.3, -8, -3, 6, x
(36) CCOc1cc(/C=C2/C(=N)N3C(=NC2=O)SN=C3S(C)(=O)=O)ccc1OC(=O)c1ccco1
 : -2.8, 0.3, -4.6, 3, -0.8, -5, 5, 5, -2.5
(37) CCN(CC)S(=O)(=O)c1ccc(C(=O)OCC(=O)NC2CCCC2)cc1
 : -1.9, -0.2, -1.0, 4, 0.0, -3, 1, -2, -0.8
(38) CC1CN(C(=S)SCC(=O)c2ccc([N+](=O)[O-])cc2)CC(C)O1 (stereo unspecified)
 : -1.3, 0.9, 3.5, -1, 2.5, 13, 1, 4, -2.4
(39) O=C(NCc1ccccc1)C12CC3CC(CC(Br)(C3)C1)C2
 : -2.0, 1.1, 0.7, 2, 1.2, 1, -2, -9, -0.4
(40) c1ccc2[nH]c(SCc3ccc(-c4nnco4)cc3)nc2c1
 : -0.9, -1.2, 4.9, -2, 0.0, -6, -1, -1, 3.4

Given with tabs: part of the list above.
#	SMILES	FadD28 binding	BoNT-A LC inh2	Mtb UGM inh	Anthrax LF inh2	PfHsp40 yeast	BoNT-F LC inh	FBA Mtb inh	GDH-TPI inh	BioA inh
26	CC[C@H](C)[C@H]1CNC(=O)C(=O)N1CC1CCN(CCc2ccccc2)CC1	-2.6	-0.4	x	-8	-0.2	-4	-2	-1	1.0
27	CC(C)(C)NC(=O)[C@H]1CC[C@H]2[C@@H]3CC[C@H]4NC(=O)C=C[C@]4(C)[C@H]3CC[C@]12C	-0.2	-1.5	2.0	-15	-0.8	2	4	7	-5.0
28	Cc1cc(C)c2c(N)c(C(=O)Nc3ccc(C)c(C)c3)sc2n1	-3.3	0.8	-1.2	1	6.1	u	3	0	-0.9
29	CC(C)(C)c1ccc(C(=O)N/C(=C\c2cccs2)C(=O)N2CCOCC2)cc1	2.4	-1.8	-1.6	6	0.4	-2	3	26	-4.7

Remaining list, next part:
Second line of a record: FadD28 binding, BoNT-A LC inh2, Mtb UGM inh, Anthrax LF inh2, PfHsp40 yeast, BoNT-F LC inh, FBA Mtb inh, GDH-TPI inh, BioA inh
(41) CC(C)C(C(=O)O)N1CCS(=O)(=O)CC1 (stereo unspecified)
 : -0.4, -0.4, -0.7, 2, -0.4, -5, 0, -4, x
(42) O=C(NCc1nnc(SCC(=O)N2CCc3ccccc32)o1)c1ccco1
 : -3.5, -0.2, 1.1, 1, 0.7, -2, 2, 11, 3.0
(43) Cc1ccc(CNC(=O)C2=CCN(S(=O)(=O)c3ccc(C)cc3)CC2)cc1
 : -0.3, -0.1, -1.1, -4, 0.6, 3, -1, 3, -1.9
(44) COC(=O)c1c(C)oc2ccc(N(C(=O)Oc3ccccc3)S(=O)(=O)c3ccc(Cl)c([N+](=O)[O-])c3)cc12
 : -1.6, -1.3, -0.9, -1, -0.3, -2, -2, -4, -0.3
(45) Cc1ccc(N2CCN(C(=O)c3cc(-c4ccc(F)cc4)[nH]c3C)CC2C)cc1 (stereo unspecified)
 : -0.8, -2.3, -1.5, -5, -0.2, 17, 1, 13, -1.9
(46) COc1ccccc1C1CN=NC12CCCc1ccccc1C2=O (stereo unspecified)
 : 0.4, 0.5, 0.1, 0, 1.6, -7, -4, 21, 2.7

Sorted by number of heavy atoms (smallest number first): part of the list above
Second line of a record: FadD28 binding, BoNT-A LC inh2, Mtb UGM inh, Anthrax LF inh2, PfHsp40 yeast, BoNT-F LC inh, FBA Mtb inh, GDH-TPI inh, BioA inh
(41) CC(C)C(C(=O)O)N1CCS(=O)(=O)CC1 (stereo unspecified)
 : -0.4, -0.4, -0.7, 2, -0.4, -5, 0, -4, x
(39) O=C(NCc1ccccc1)C12CC3CC(CC(Br)(C3)C1)C2
 : -2.0, 1.1, 0.7, 2, 1.2, 1, -2, -9, -0.4
(46) COc1ccccc1C1CN=NC12CCCc1ccccc1C2=O (stereo unspecified)
 : 0.4, 0.5, 0.1, 0, 1.6, -7, -4, 21, 2.7
(45) Cc1ccc(N2CCN(C(=O)c3cc(-c4ccc(F)cc4)[nH]c3C)CC2C)cc1 (stereo unspecified)
 : -0.8, -2.3, -1.5, -5, -0.2, 17, 1, 13, -1.9
(44) COC(=O)c1c(C)oc2ccc(N(C(=O)Oc3ccccc3)S(=O)(=O)c3ccc(Cl)c([N+](=O)[O-])c3)cc12
 : -1.6, -1.3, -0.9, -1, -0.3, -2, -2, -4, -0.3
